BLM inh: inhibitors of human Bloom syndrome helicase BLM; P54132; recombinant BLM DNA unwinding, fluorescence dequenching; Potency, µM (doses to about 56.1 µM), for the others: top-dose activity change, negative = inhibition, most hits filed as inhibitors; 0.2% of 350,000 active; AID 2528;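 further: plate controls were vehicle for no effect and no enzyme for full effect; nearly all actives have a fitted effect of over 35% in size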
APE1 inh: APE1 (human) endonuclease inhibition | P27695 | Potency, µM (series often up to 65.8 µM), for the others: at the highest dose activity change, negative = inhibition, hits mostly inhibitors | recombinant APE1, TAMRA/BHQ-2 abasic DNA cleavage fluorescence | 0.35% of 350,000 active;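 further: plate controls were vehicle for no effect and reference inhibitor for full effect; nearly all actives have a fitted effect of over 55% in size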
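Activity was derived from the fluorescence gain between first and third kinetic reads (60 s intervals, ex 525/em 598 nm) after 50 nM THF-abasic TAMRA/BHQ-2 duplex was added to 0.75 nM APE1 preincubated 15 min with compound.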
G9a inh: G9a (human) methyltransferase inhibition | G9a H3K9 monomethylation, AlphaScreen, 2 h | AID 504332 | 8.8% of 350,000 active | Potency, µM (top dose mostly 102 µM), without a hit: at the highest dose activity, negative = inhibition, most hits filed as inhibitors | Q96KQ7; further: on the % scale 0 is the no-effect control and ±100 the full control effect; nearly all actives have a fitted effect of over 75% in size
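Readings reflect AlphaScreen signal from monomethyl-H3K9 antibody detection. HMT at 20 nM; substrate b-H3K9 500 nM; cofactor SAM 20 uM; 2 h RT reaction; compounds tested as titrations in qHTS with 15 min preincubation.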
POLK inh: DNA polymerase kappa (human) inhibition. 0.53% of 400,000 active. Potency, µM (series often up to 107 µM), for inactives: at the top dose activity, negative = inhibition, actives largely listed as inhibitors. purified Pol kappa, fluorescent DNA synthesis assay, 10 min. Q9UBT6. AID 588579; further: on the % scale 0 is the no-effect control and ±100 the full control effect
Target sequence (Q9UBT6 whole entry, looked up): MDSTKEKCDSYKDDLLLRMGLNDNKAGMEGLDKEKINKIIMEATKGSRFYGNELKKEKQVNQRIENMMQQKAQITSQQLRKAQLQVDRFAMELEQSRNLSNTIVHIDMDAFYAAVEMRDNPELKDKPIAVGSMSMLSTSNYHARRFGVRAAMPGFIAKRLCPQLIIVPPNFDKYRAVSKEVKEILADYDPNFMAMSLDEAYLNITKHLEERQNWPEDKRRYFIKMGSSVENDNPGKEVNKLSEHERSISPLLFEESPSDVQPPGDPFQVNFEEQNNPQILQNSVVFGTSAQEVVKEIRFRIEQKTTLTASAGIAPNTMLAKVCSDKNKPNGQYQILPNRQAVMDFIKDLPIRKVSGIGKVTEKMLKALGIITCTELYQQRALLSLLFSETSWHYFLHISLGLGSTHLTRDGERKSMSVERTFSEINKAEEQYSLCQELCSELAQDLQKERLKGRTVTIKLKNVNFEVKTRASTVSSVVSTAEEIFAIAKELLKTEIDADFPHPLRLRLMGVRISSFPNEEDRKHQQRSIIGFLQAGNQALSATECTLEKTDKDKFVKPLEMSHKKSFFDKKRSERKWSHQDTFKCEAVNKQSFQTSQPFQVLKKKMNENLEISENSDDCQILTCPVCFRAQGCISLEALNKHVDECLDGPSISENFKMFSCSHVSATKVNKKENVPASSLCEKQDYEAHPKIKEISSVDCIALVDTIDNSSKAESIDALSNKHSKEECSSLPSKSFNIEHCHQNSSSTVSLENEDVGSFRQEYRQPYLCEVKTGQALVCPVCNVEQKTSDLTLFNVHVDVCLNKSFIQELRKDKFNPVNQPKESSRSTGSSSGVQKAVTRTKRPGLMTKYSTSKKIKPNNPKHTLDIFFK
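Kinetic fluorescence readout at 0 and 10 min followed reaction start with substrate at 50 nM final. Beforehand, enzyme (10 nM Pol kappa) stood 15 min with compound at room temperature; buffer-only wells were negative controls.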
POLB inh: inhibitors of human DNA polymerase beta. P06746. Pol beta primer extension/strand displacement, fluorescence kinetic. Potency, µM (titrated, usually from 114 µM), without a hit: at the highest dose activity change, negative = inhibition, usual class: inhibitors. 1.3% of 340,000 active. AID 485314; further: on the % scale 0 is the no-effect control and ±100 the full control effect
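10 nM enzyme + cpd, 15 min RT; start with substrate 50 nM final; read 0 min and after 10 min RT. Corrected, normalized data; 4-parameter Hill curve fit.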
JMJD2A Tudor: JMJD2A Tudor domain (human) inhibition | O75164 | AlphaScreen JMJD2A-Tudor / H3K4me3 peptide binding | Potency, µM (top dose mostly 114 µM), for the others: at the top dose activity change, negative = inhibition, hits mostly inhibitors | 4.4% of 390,000 active | AID 504339; further: on the % scale 0 is the no-effect control and ±100 the full control effect; nearly all actives have a fitted effect of over 50% in size
BAZ2B block: inhibitors of human BAZ2B bromodomain | Q9UIF8 | AlphaScreen BAZ2B-H3K14Ac peptide displacement | Potency, µM (series often up to 114 µM), for inactives: at the highest dose activity change, negative = inhibition, hits mostly inhibitors | 4.4% of 360,000 active | AID 504333; further: on the % scale 0 is the no-effect control and ±100 the full control effect; nearly all actives have a fitted effect of over 60% in size
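AlphaScreen luminescence quantifies BAZ2B engagement of H3K14Ac peptide; the protein and biotinylated peptide are both at 50 nM final, buffer PBS pH 7.4 with 0.01% Tween-20, all steps at room temperature.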
POLH inh: DNA polymerase eta (human) inhibition. Q9Y253. recombinant Pol eta, fluorescent DNA replication assay. Potency, µM (highest dose often 114 µM), for inactives: top-dose activity change, negative = inhibition, most hits filed as inhibitors. 1.2% of 390,000 active; further: on the % scale 0 is the no-effect control and ±100 the full control effect
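Pol eta at 10 nM preincubated with compounds 15 min at room temperature; reaction started with fluorescent substrate (50 nM final) and read kinetically at 0 and 10 min.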
Pol iota inh: blocks human DNA polymerase iota activity; Q9UNA4; 1% of 390,000 active; Pol iota fluorescent replication assay, 10 min; AID 588590; Potency, µM (highest dose often 115 µM), for the others: at the highest dose activity, negative = inhibition, hits mostly inhibitors
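Fluorescent replication assay read twice, at 0 min and 10 min after adding 50 nM (final) substrate. Enzyme (10 nM) and compounds were first incubated 15 min at room temperature; enzyme-free buffer wells were negative controls.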
An asterisk follows results filed as active; & = joins results of further samples; [ ] = dose if it differs, or a comment. The call rests on the fitted dose curve; in most records, active means well fitted curve in the direction sought with a large enough effect; inconclusive means small, poorly fitted or top-dose-only effect, or another doubt; inactive means no such curve, though single readings can be large; an effect the other way counts as inactive or inconclusive. Potency means the concentration at half of the fitted maximal effect. The list is partial; the hit share may differ from the screen's.

`COc1ccc(Cl)cc1NC(=O)Cn1c(=O)n(Cc2ccco2)c(=O)c2ccc(C(=O)NC3CCCC3)cc21` gave BLM inh 1%, G9a inh 0%[59 µM], POLK inh 8%, POLB inh 12%, JMJD2A Tudor -7%, POLH inh -17% and Pol iota inh 44%[activator].
`Cc1ccc2c(=O)cc(C(=O)Nc3nnc(C)s3)oc2c1` gave BLM inh -2%, G9a inh inconclusive, POLK inh 15%, POLB inh inconclusive, JMJD2A Tudor inconclusive, BAZ2B block inconclusive, POLH inh 4% and Pol iota inh inconclusive.
Cc1ccc(N2CC(NC(=O)c3cc4ccccc4o3)CC2=O)cc1 (stereo not given) was read as BLM inh -2%, G9a inh 1%[59 µM], POLK inh -3%[60.1 µM], POLB inh -22%, JMJD2A Tudor -19%, BAZ2B block 1%, POLH inh -9% and Pol iota inh 0%.
Screening O=C(NCCc1ccc(Cl)cc1)C1CCC(=O)N1Cc1ccc(F)cc1 (stereo not given) returned BLM inh -2%, APE1 inh -4%, G9a inh 30%, POLK inh -4%, POLB inh 23%, JMJD2A Tudor -9%, BAZ2B block -3%, POLH inh -11% and Pol iota inh 28%.
CC[C@]12c3[nH]c4cc(CCC(=O)N(C)C)ccc4c3CCN1C(=O)[C@@H](CC(=O)NCCCOC)C[C@@H]2C(=O)N1CCN(C(=O)c2ccco2)CC1 was read as APE1 inh -39%, POLK inh -9%, JMJD2A Tudor -14%, POLH inh -14% and Pol iota inh 12%.
Cc1ccc(C)c(CN2C(=O)c3ccccc3S(=O)(=O)c3ccc(C(=O)OCC4CCCO4)cc32)c1 (stereo not given) was read as BLM inh -7%, G9a inh 3%[59 µM], POLK inh -14%, POLB inh -29%, JMJD2A Tudor inconclusive, BAZ2B block 2%, POLH inh -25% and Pol iota inh 19%.
Screening O=C1CCSc2ccc(Cl)cc2N1Cc1cccc(Cl)c1 returned BLM inh 3%, APE1 inh -12%, G9a inh -35%[12.7 µM], POLK inh -7%, POLB inh -1%, JMJD2A Tudor 51%[activator], BAZ2B block 119%[activator], POLH inh inconclusive and Pol iota inh -1%.
`Cc1cccc(C(=O)NCN2CCN(c3ccccc3C#N)CC2)c1` gave BLM inh -1%, APE1 inh -5%&2%&-3%, G9a inh inconclusive, POLK inh -3%, POLB inh 16%[57.1 µM], JMJD2A Tudor -17%, POLH inh inconclusive and Pol iota inh 27%.
CC(=O)c1cccc(NC(=O)c2cc3sc(Cl)cc3n2C)c1 was read as BLM inh 0%, G9a inh 0%[59 µM], POLK inh inconclusive, POLB inh -21%, JMJD2A Tudor 1%, BAZ2B block -8%, POLH inh -12% and Pol iota inh inconclusive.
`CS(=O)(=O)N1CCN(C(=O)c2cc(-c3ccncc3)nc3ccc(Cl)cc23)CC1` gave BLM inh 4%, APE1 inh 6%, G9a inh 8%[59 µM], POLK inh -20%, POLB inh 17%, JMJD2A Tudor -10%, BAZ2B block 3%, POLH inh -6% and Pol iota inh 1%.
`CCOC(=O)c1c(-c2ccc(OC)cc2)oc2ccc(OCc3ccc(Br)cc3)cc12` gave BLM inh -5%, G9a inh 87%[activator][59 µM], POLK inh -6%, POLB inh 0%, JMJD2A Tudor 58%[activator], BAZ2B block 54%[activator], POLH inh -9% and Pol iota inh 14%.
Screening C#CCOc1nc(C)cc(C)c1S(=O)(=O)c1ccccc1C returned BLM inh -13%, APE1 inh -4%, G9a inh 13%, POLK inh -8%, POLB inh 9%, JMJD2A Tudor 1%, BAZ2B block 19%, POLH inh -2% and Pol iota inh 20%.
CCOC(=O)c1sc(C)c2c(=O)n(Cc3ccc(Cl)cc3)cnc12 was read as BLM inh -2%, APE1 inh 1%, G9a inh 14%[59 µM], POLK inh 12%, POLB inh -9%, JMJD2A Tudor -11%, BAZ2B block -4%, POLH inh -8% and Pol iota inh 2%.
Screening c1ccc(-c2ccc(-c3ccccn3)s2)nc1 returned BLM inh -8%, APE1 inh inconclusive, G9a inh 52%, POLK inh 2%, POLB inh -1%, JMJD2A Tudor 16%, BAZ2B block 7%, POLH inh 0% and Pol iota inh 2%.
`O=C(COC(=O)c1cc(=O)[nH]c(=O)[nH]1)NCc1ccccc1` gave BLM inh 1%, APE1 inh 6%, G9a inh inconclusive, POLK inh -9%, POLB inh 14%[57.1 µM], JMJD2A Tudor -7%, BAZ2B block 1%, POLH inh -20% and Pol iota inh -2%.

At a glance, part of the list above:
CC[C@]12c3[nH]c4cc(CCC(=O)N(C)C)ccc4c3CCN1C(=O)[C@@H](CC(=O)NCCCOC)C[C@@H]2C(=O)N1CCN(C(=O)c2ccco2)CC1 was read as APE1 inh -39%, POLK inh -9%, JMJD2A Tudor -14%, POLH inh -14% and Pol iota inh 12%.
Cc1ccc(C)c(CN2C(=O)c3ccccc3S(=O)(=O)c3ccc(C(=O)OCC4CCCO4)cc32)c1 (stereo not given) was read as BLM inh -7%, G9a inh 3%[59 µM], POLK inh -14%, POLB inh -29%, JMJD2A Tudor inconclusive, BAZ2B block 2%, POLH inh -25% and Pol iota inh 19%.
Screening O=C1CCSc2ccc(Cl)cc2N1Cc1cccc(Cl)c1 returned BLM inh 3%, APE1 inh -12%, G9a inh -35%[12.7 µM], POLK inh -7%, POLB inh -1%, JMJD2A Tudor 51%[activator], BAZ2B block 119%[activator], POLH inh inconclusive and Pol iota inh -1%.
`Cc1cccc(C(=O)NCN2CCN(c3ccccc3C#N)CC2)c1` gave BLM inh -1%, APE1 inh -5%&2%&-3%, G9a inh inconclusive, POLK inh -3%, POLB inh 16%[57.1 µM], JMJD2A Tudor -17%, POLH inh inconclusive and Pol iota inh 27%.
CC(=O)c1cccc(NC(=O)c2cc3sc(Cl)cc3n2C)c1 was read as BLM inh 0%, G9a inh 0%[59 µM], POLK inh inconclusive, POLB inh -21%, JMJD2A Tudor 1%, BAZ2B block -8%, POLH inh -12% and Pol iota inh inconclusive.
`CS(=O)(=O)N1CCN(C(=O)c2cc(-c3ccncc3)nc3ccc(Cl)cc23)CC1` gave BLM inh 4%, APE1 inh 6%, G9a inh 8%[59 µM], POLK inh -20%, POLB inh 17%, JMJD2A Tudor -10%, BAZ2B block 3%, POLH inh -6% and Pol iota inh 1%.

(list continues)
For O=C(Nc1ccccc1F)c1ccc(CN2CCN(c3ccccc3)CC2)cc1 the results were BLM inh -6%, APE1 inh 38%, G9a inh 79µM*, POLK inh -25%, POLB inh 21%, JMJD2A Tudor inconclusive, BAZ2B block -39%, POLH inh -14% and Pol iota inh 32%[activator].
`Cc1ccc(-n2c(-c3c(-c4ccccc4)noc3C)n[nH]c2=S)cc1` gave BLM inh 2%, APE1 inh 2%, G9a inh 0.56µM*, POLK inh -3%, POLB inh -14%, JMJD2A Tudor -23%, BAZ2B block -23%, POLH inh -10% and Pol iota inh -1%.
For O=C(Nc1ccncc1)c1ccc2ncsc2c1 the results were APE1 inh -6%, G9a inh 32%[2.33 µM], POLK inh -11%, JMJD2A Tudor -1%, BAZ2B block 4%, POLH inh 5% and Pol iota inh 12%.
Screening CN(CC(=O)Nc1ccc(N2CCOCC2)cc1)CC(=O)Nc1ccc(N2CCOCC2)cc1 returned BLM inh -6%, APE1 inh 8%, G9a inh inconclusive, POLK inh 4%, POLB inh -1%, JMJD2A Tudor -29%, BAZ2B block -12%, POLH inh -9% and Pol iota inh -16%.
For O=S(NC1CCCCC1)C12CC3CC(CC(C3)C1)C2 (stereo not given) the results were BLM inh -3%, APE1 inh 2%, G9a inh 11%[59 µM], POLK inh -1%, POLB inh -2%, JMJD2A Tudor 1%, BAZ2B block 9%, POLH inh 0% and Pol iota inh 38%[activator].
For O=C(CSc1nc2ccccc2n1CC(=O)N1CCCC1)NCc1ccc2c(c1)OCO2 the results were BLM inh 1%, APE1 inh 2%, G9a inh inconclusive, POLK inh -3%, POLB inh 9%, JMJD2A Tudor -16%, BAZ2B block 29%, POLH inh 18% and Pol iota inh 77%[activator].
`COc1ccc(NS(=O)(=O)c2ccc3c(c2)CCN3C(=O)CCC(=O)O)cc1OC` gave BLM inh 0%, APE1 inh 45%[activator], G9a inh -46%, POLK inh -19%, POLB inh 26%, JMJD2A Tudor -5%, BAZ2B block 3%, POLH inh 1% and Pol iota inh 12%.
For O=C1c2cccnc2C(=O)N1Cc1ccc(S(=O)(=O)N2CCN(c3ccc(Cl)cc3)CC2)cc1 the results were BLM inh -1%, APE1 inh 8%, G9a inh 7%[59 µM], POLK inh 7%, POLB inh 4%, JMJD2A Tudor 0%, BAZ2B block -4%, POLH inh -11% and Pol iota inh 9%.
C=CCn1cnc2c(nnn2-c2ccc(C)c(C)c2)c1=O was read as BLM inh 0%, APE1 inh 1%, G9a inh -24%, POLK inh 6%, POLB inh 10%, JMJD2A Tudor -11%, POLH inh -7% and Pol iota inh 73%[activator].
For Cc1ccc(SCCNC(=O)c2ccccc2C)cc1 the results were BLM inh -3%, APE1 inh 0%, G9a inh -1%[12.7 µM], POLK inh -10%, POLB inh 14%, JMJD2A Tudor -6%, BAZ2B block 7%, POLH inh -12% and Pol iota inh -4%.
For O=c1c(Br)c(NCc2ccccc2)cnn1-c1ccc(F)cc1 the results were BLM inh -4%, APE1 inh 7%, G9a inh -8%, POLK inh 4%, POLB inh -2%, JMJD2A Tudor -8%, BAZ2B block -19%, POLH inh -16% and Pol iota inh 32%[activator].
Screening CCOC(=O)CCC(=O)N1CCOCCOCCN(C(=O)CCC(=O)OCC)CCOCCOCC1 returned BLM inh -1%, APE1 inh -2%, G9a inh inconclusive, POLK inh -8%, POLB inh 3%, JMJD2A Tudor -6%, BAZ2B block -2%, POLH inh -3% and Pol iota inh 14%.
For O=C(Cn1c(=O)n(Cc2ccco2)c(=O)c2oc3ccccc3c21)Nc1ccc(F)c(Cl)c1 the results were BLM inh -9%, G9a inh -5%[59 µM], POLK inh 1%, POLB inh 1%, JMJD2A Tudor -19%, BAZ2B block -4%, POLH inh -2% and Pol iota inh 15%.
CC1CCCCN1S(=O)(=O)c1cnc(Cl)c(Br)c1 (stereo not given) was read as BLM inh 2%, APE1 inh 20%, G9a inh 8%[59 µM], POLK inh 8%, POLB inh 15%, JMJD2A Tudor 2%, BAZ2B block 10%, POLH inh -10% and Pol iota inh 7%.

Screening results as filed in PubChem.
